Screening results as filed in PubChem.
C2C12 statin: suppressors of statin myotoxicity in C2C12 myotubes, primary screen, cell-based, single point, plate reader | AID 602340, 2012 | rescue of ATP level, % at 7.49 µM | C2C12 myotubes + simvastatin, ATP luminescence, 48 h; scaled: DMSO 0, geranylgeraniol control 100 | 0.78% of 330,000 active;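 active means mean ATP rescue above about 67%, or every replicate alone reaching that limit, limit read from the data, passing the limit was not always enough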;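 further: myotubes were challenged with 10 µM simvastatin during compound exposure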
CASP6 VEID inh: human caspase-6 inhibitors, primary screen, biochemical, VEID-R110 fluorescence, single point, set 2. purified caspase-6, Z-VEID-R110 cleavage fluorescence. inhibition, % at 12.5 µM. 0.53% of 350,000 active. AID 686996, 2013;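 active means mean inhibition across replicates at least about 35%, with every replicate also reaching that limit, limit read from the data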;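 further: 0% = median of neutral control wells and 100% = no fluorescence left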
Target sequence (P55212 24-179 limits assumed): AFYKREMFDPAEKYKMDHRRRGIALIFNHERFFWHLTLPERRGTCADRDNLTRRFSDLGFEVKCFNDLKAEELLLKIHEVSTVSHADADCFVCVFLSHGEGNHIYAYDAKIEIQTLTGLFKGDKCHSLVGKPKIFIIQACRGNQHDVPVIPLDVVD
Target sequence (P55212 194-293 limits assumed): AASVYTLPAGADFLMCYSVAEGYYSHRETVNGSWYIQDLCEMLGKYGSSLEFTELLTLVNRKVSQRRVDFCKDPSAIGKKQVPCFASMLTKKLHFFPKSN
LGR2 inh: inhibitors of bursicon-induced LGR2 CRE-luciferase signal, primary screen, cell-based, HEK293, CRE-luciferase reporter, bursicon stimulation; Drosophila bursicon receptor LGR2 (rickets); bursicon-stimulated, 4 h; inhibition, % at 9.99 µM; 0.35% of 380,000 active;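 active means drop in luminescence signal, shown as inhibition above about 50% in the replicate tests, limit read from the data, passing the limit was not always enough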;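 further: agonist challenge used bursicon conditioned medium at about half maximal strength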
SIRT5 inh: SIRT5 desuccinylase inhibitors, primary screen, biochemical, fluorescence imaging, single point, set 5 | NAD-dependent protein deacylase sirtuin-5, mitochondrial (Homo sapiens), Q9NXA8 | Purified SirT5, succinyl-peptide AMC, trypsin-coupled fluorescence | inhibition, % at 15 µM | 1.1% of 330,000 active; in the data active means inhibition above about 15%
Target sequence (Q9NXA8 whole entry, looked up): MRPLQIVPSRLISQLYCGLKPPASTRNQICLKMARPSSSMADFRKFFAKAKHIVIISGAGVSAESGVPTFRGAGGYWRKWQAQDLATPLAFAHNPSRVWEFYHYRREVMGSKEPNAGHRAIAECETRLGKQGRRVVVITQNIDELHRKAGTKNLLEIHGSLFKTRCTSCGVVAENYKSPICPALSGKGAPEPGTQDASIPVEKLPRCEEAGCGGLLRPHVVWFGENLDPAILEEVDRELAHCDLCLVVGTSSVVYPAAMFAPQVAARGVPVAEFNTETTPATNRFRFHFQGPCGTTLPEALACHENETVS
FN deposit inh: inhibitors of fibronectin matrix deposition, primary screen, AH1F cells, Alexa488-fibronectin fluorescence, plate reader. AH1F fibroblasts, overnight. inhibition, % at 12.6 µM. 0.086% of 350,000 active;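 active means mean inhibition across replicates of 30% or more, regardless of how many single replicates reach that level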;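 further: positive control wells lacked labelled fibronectin entirely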
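Test system: AH1F fibroblast monolayer depositing Alexa488-labelled fibronectin into matrix. Input: 10000 cells per well. Technique: fluorescence, ex 485 nm, em 525 nm. Buffer or medium: DMEM plus 2% serum, read in PBS. Timing: 1 h cell adhesion before compound, then overnight fibronectin incubation. Compound: single dose, pinned. Read-out basis: inhibition from reduced deposited-fibronectin fluorescence.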
esBAF inh: Bmi1 luciferase reporter increase in mESCs, primary screen, esBAF inhibitor project, mouse ES cells, Bmi1 luciferase knock-in, single point; 24 h; 100% = twice the neutral-well signal; reporter increase, % at 12.5 µM; 2% of 350,000 active; AID 602393, 2012; in the data active means activation above about 40%;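 further: 0% = median of the plate's neutral control wells and 100% = double that signal; a rise in the Bmi1 reporter signal indicates esBAF inhibition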
S100A4 inh HTS: inhibitors of S100A4-myosin IIA peptide binding, primary screen, biochemical, fluorescence polarization, TAMRA-MyoIIA peptide. 0.14% of 360,000 active. inhibition, % at 10.7 µM. Protein S100-A4 (Homo sapiens), P26447;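 active means mean inhibition of at least 70% across replicates, with every replicate also reaching that level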
Target sequence (P26447 whole entry, looked up): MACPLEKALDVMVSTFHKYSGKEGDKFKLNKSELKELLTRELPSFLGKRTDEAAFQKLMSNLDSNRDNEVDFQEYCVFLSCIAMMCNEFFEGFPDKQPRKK
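Material: S100A4 monomer protein | Medium: HEPES pH 7.2 with CaCl2, KCl, NaCl, DTT, Triton | Reagent: Labelled myosin peptide probe, 5 nM | Doses: One dose per compound | Times: 5 min incubation before reading | Benchmarks: Neutral control DMSO, positive control TFP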
Active calls of the source: *; nt = no result given.

SMILES	C2C12 statin	CASP6 VEID inh	LGR2 inh	SIRT5 inh	FN deposit inh	esBAF inh	S100A4 inh HTS
COc1ccc2c3c([nH]c2c1)[C@H](CO)N(Cc1nccs1)CC31CN(C(=O)C2CCCC2)C1	nt	-1	-15	6	nt	nt	-6
CC(C)NC(=O)Nc1cccc2c1O[C@@H](CN(C)S(C)(=O)=O)[C@H](C)CN([C@H](C)CO)C2=O	-22	1	13	0	-10	-2	-2
O=S1(=O)c2ccc(Br)cc2OC2CCCC[C@@H]2N1Cc1ccccc1 (stereo not given in full)	nt	0	16	nt	7	nt	0
C[C@H](CO)N1C[C@H](C)[C@@H](CN(C)S(=O)(=O)c2ccc(Cl)cc2)Oc2ccc(NC(=O)C3CCCCC3)cc2C1=O	-15	5	nt	4	nt	-1	6
C[C@@H]1CN([C@H](C)CO)C(=O)c2cc(NC(=O)Cc3ccccc3)ccc2O[C@@H]1CN(C)C	10	2	-10	7	nt	-4	2
COc1cc(C(=O)Nc2cc(C(F)(F)F)ccc2N2CCOCC2)ccc1OCC(=O)N1CCOCC1	nt	-1	-5	-9	-2	nt	18
O=C(NCc1cccnc1)C(=O)NCC(c1ccco1)N1CCOCC1 (stereo not given)	nt	3	3	-1	-11	nt	-1
COc1cc(/C=C(\C#N)c2nc(-c3cc4ccccc4oc3=O)cs2)ccc1O	nt	16	nt	-3	4	nt	15
COc1cccc(OC)c1C(=O)NC(=S)Nc1ccc2c(c1)OCCO2	-7	0	-9	-8	-4	-21	-5
CN(C(=O)c1cc([N+](=O)[O-])ccc1N1CCCC1)C1CCCCC1	-4	1	1	4	4	-3	7
CN(C)CCNC(=S)Nc1ccc(Cl)cc1Cl	nt	-7	5	-3	-2	nt	4
Cc1ccc(C)c(N2CCN(C(=O)Cn3c(=O)oc4cc(S(=O)(=O)N5CCCC5)ccc43)CC2)c1	0	0	-7	-3	0	14	-7
COCCn1c(SCC(=O)Nc2cc(C)on2)nc2ccccc21	nt	-1	3	nt	7	nt	1
O=c1oc2ccccc2cc1-c1csc(Nc2ccc(O)cc2)n1	nt	1	42	-5	9	nt	1
CC(C)OCCCNC(=O)c1ccc2c(c1)S(=O)(=O)c1ccccc1C2=O	-17	-1	11	1	-1	-5	3
COC(=O)C[C@@H]1CC[C@H]2[C@@H](COc3ccc(NC(=O)c4ccccc4)cc3C(=O)N2C)O1	-10	1	10	-8	-16	2	-15
COc1ccc(OCc2cc(C(=O)N(C)Cc3cc(C4CC4)n[nH]3)no2)c(Cl)c1	4	-1	-57	-3	9	68*	-3
C/C=C/c1cnc2c(c1)C(=O)N([C@H](C)CO)C[C@@H](C)[C@@H](CN(C)C(=O)C1CCOCC1)O2	2	nt	24	nt	nt	1	nt
COCCCN1C(=O)C(CC(=O)NCCN2CCOCC2)CC(C(=O)N(C)C)=C1C (stereo not given)	-8	-1	6	-5	2	-1	-3
C[C@@H]1CCCCO[C@@H](CN(C)Cc2ccc3c(c2)OCO3)[C@H](C)CN([C@H](C)CO)C(=O)c2cc(NS(=O)(=O)c3cn(C)cn3)ccc2O1	21	nt	-18	nt	4	3	nt
Cc1cnc(NC(=O)c2ccc3c(c2)C(=O)N(Cc2cccnc2)C3=O)s1	nt	-3	-34	-1	6	nt	-2
O=C(Cn1cccc1C(=O)c1ccccc1)NCCc1ccc(Cl)cc1	24	-1	0	-5	-2	5	4
CC(=O)C1C(c2ccc(F)cc2)C2C(C)=NN=C2CC1(C)O (stereo not given)	nt	-5	-4	-2	nt	nt	-1
COc1ccc(Br)cc1/C=C/C(=O)c1ccc(NC(C)=O)cc1	nt	-5	95*	-1	9	nt	-2
O=C1CN(C(=O)c2ccccc2F)c2ccccc2N1	-9	nt	-5	nt	5	-3	nt

3 compounds out of the list above, ordered by the number in LGR2 inh, highest first.
smiles	LGR2 inh
C/C=C/c1cnc2c(c1)C(=O)N([C@H](C)CO)C[C@@H](C)[C@@H](CN(C)C(=O)C1CCOCC1)O2	24
CC(C)OCCCNC(=O)c1ccc2c(c1)S(=O)(=O)c1ccccc1C2=O	11
COc1cc(C(=O)Nc2cc(C(F)(F)F)ccc2N2CCOCC2)ccc1OCC(=O)N1CCOCC1	-5

The results go on.
SMILES	C2C12 statin	CASP6 VEID inh	LGR2 inh	SIRT5 inh	FN deposit inh	esBAF inh	S100A4 inh HTS
O=C(CC(=O)N1CCOCC1)N1CCOCC1	4	-4	0	nt	nt	-6	1
COCC(=O)N(C)C[C@@H]1Oc2ncc(Br)cc2C(=O)N([C@@H](C)CO)C[C@@H]1C	-35	nt	4	nt	nt	-5	nt
Cc1ccc(SCc2ccc(C(=O)NCc3ccncc3)cc2)cc1	35	0	-4	-2	nt	12	0
Cc1noc(C)c1S(=O)(=O)N(C)C[C@H]1Oc2c(NC(=O)C3CC3)cccc2C(=O)N([C@H](C)CO)C[C@H]1C	-27	4	23	-4	nt	4	49
COC(=O)[C@@]1(Cc2ccc(F)cc2)[C@H]2c3cc(C(=O)N(C)C)n(Cc4cc(C)n(C)n4)c3C[C@H]2CN1C(=O)c1ccccc1	nt	6	-12	nt	-5	nt	-7
CCCNC(=O)Nc1ccc2c(c1)C(=O)N(C)C[C@@H](OC)[C@@H](C)CN(S(C)(=O)=O)[C@H](C)CO2	nt	2	-6	-16	-2	nt	-3
CNc1nc(N)c(C(=O)Nc2cc(C)on2)s1	nt	2	-14	1	-13	nt	-3
O=C(NCc1ccco1)c1c(Cl)cccc1Cl	-9	3	1	10	-7	1	-5
CC12CCC(C(=O)OC3CCCCC3)(OC1=O)C2(C)C (stereo not given)	-5	0	7	12	14	-3	-5
CNC[C@H]1OCCCC[C@@H](C)Oc2ccc(NC(=O)CCC(F)(F)F)cc2C(=O)N([C@@H](C)CO)C[C@H]1C	-2	-1	10	5	nt	-8	38
CC(C)CC(C(=O)Nc1cccc(O)c1)N1C(=O)c2ccccc2C1=O (stereo not given)	15	-1	0	-3	1	-8	-3
O=C(Nc1ccnn1C1CCN(CCCc2ccccc2)CC1)c1ccccc1	5	-4	-15	-3	0	-4	-5
COc1cccc(C#Cc2ccc([C@H]3[C@@H](CO)N4C(=O)CN(C(=O)C5CC5)C[C@H]34)cc2)c1	nt	-1	-4	-3	nt	nt	1
CCCN1[C@H](C(=O)NCCCN2CCOCC2)[C@@H](CO)[C@@H]2Cn3c(ccc(-c4ccncc4)c3=O)[C@@H]21	15	-1	-13	3	-3	-2	-4
COc1ccc(C(=O)Cn2cnc3ccccc3c2=O)cc1	7	-1	8	0	8	-7	4
CC1=Nc2ccccc2/C1=C/c1c(N)n2c(S(=O)(=O)C(C)C)nsc2nc1=O	7	2	6	nt	1	-13	2
COc1ccc(OC)c(NC(=O)C2CCCN(S(=O)(=O)c3cccc4nsnc34)C2)c1 (stereo not given)	30	nt	nt	nt	-5	-3	nt
O=C(CCN1CCCCC1)N[C@H]1C=C[C@@H](CC(=O)N2CCC(Cc3ccccc3)CC2)O[C@@H]1CO	4	-1	-12	1	-5	9	0
Cc1c(Cl)cccc1NC(=O)C1CCCCC1	nt	nt	-14	-5	15	nt	-4
CO[C@H]1CN(C)C(=O)c2ccc(NC(=O)C3CC3)cc2OC[C@H](C)N(C)C[C@H]1C	-10	2	-12	nt	-5	-2	1
CSc1ccc(C(=O)C2CCCN(S(=O)(=O)N(C)C)C2)cc1 (stereo not given)	nt	-2	-35	0	nt	nt	-22
COCC(=O)N(C)C[C@@H]1Oc2cc(-c3ccc(F)cc3)ccc2S(=O)(=O)N([C@H](C)CO)C[C@@H]1C	5	-1	3	-3	-3	0	-12
C[C@@H](O)C#Cc1ccc([C@@H]2[C@H]3CN(C(=O)Nc4ccccc4)CCCCN3[C@H]2CO)cc1	-6	4	-3	2	nt	-9	9
Cc1noc(C)c1S(=O)(=O)N1CCN(c2ccccc2)CC1	3	-4	8	13	16	-10	-9
N=c1c2c(ncn1CCN1CCOCC1)Oc1ccc3ccccc3c1C2c1ccccc1 (stereo not given)	-6	nt	nt	nt	-7	6	nt

Remaining list, next part
SMILES	C2C12 statin	CASP6 VEID inh	LGR2 inh	SIRT5 inh	FN deposit inh	esBAF inh	S100A4 inh HTS
CC(=O)C(Cc1ccccc1)NC(=O)COC(=O)c1cc(S(=O)(=O)N2CCOCC2)ccc1F (stereo not given)	3	2	10	nt	nt	4	36
Cc1cc(NC(=O)C(C)SCC(=O)OC(C)C(=O)Nc2ccc(F)cc2Cl)no1 (stereo not given)	nt	-2	1	2	-4	nt	7
CCCn1cc(S(=O)(=O)c2ccccc2)c(=O)c2cc(OCC)ccc21	3	2	0	-8	5	3	5
C[C@H](CO)N1C[C@H](C)[C@@H](CN(C)S(=O)(=O)c2cccs2)Oc2ccc(NC(=O)CCC(F)(F)F)cc2CC1=O	7	2	-15	-1	nt	3	-10
Cc1nc(Cl)sc1C(=O)Nc1cccc(Cl)c1	-1	0	-8	0	-10	11	-7
Cc1c(C(=O)N2CCC(n3nccc3NC(=O)C3CC3)CC2)[nH]c2ccc(Cl)cc12	10	2	0	-3	8	-10	4
CON=C1CCN(c2ncc(C(F)(F)F)cc2Cl)CC1	-9	nt	nt	nt	9	3	nt
CN(C)C(=O)[C@@H]1[C@@H](CO)[C@@H]2Cn3c(ccc(-c4cccc(F)c4)c3=O)[C@H]1N2CC1CC1	-11	-1	-14	-6	nt	-1	0
CCCCNC(=O)C1(C)CCN1C(=O)c1cc(-c2ccccc2)cs1 (stereo not given)	-3	4	7	nt	-8	6	-5

Of the compounds above, these contain bromine:
SMILES	C2C12 statin	CASP6 VEID inh	LGR2 inh	SIRT5 inh	FN deposit inh	esBAF inh	S100A4 inh HTS
O=S1(=O)c2ccc(Br)cc2OC2CCCC[C@@H]2N1Cc1ccccc1 (stereo not given in full)	nt	0	16	nt	7	nt	0
COc1ccc(Br)cc1/C=C/C(=O)c1ccc(NC(C)=O)cc1	nt	-5	95*	-1	9	nt	-2
COCC(=O)N(C)C[C@@H]1Oc2ncc(Br)cc2C(=O)N([C@@H](C)CO)C[C@@H]1C	-35	nt	4	nt	nt	-5	nt

The list is partial; rates above refer to the full screens.
